High-throughput results from PubChem.
Wnt act: activators of Wnt/beta-catenin signaling; activation, % at 9.35 µM; Wnt/beta-catenin reporter cell assay, activator, plate reader; 300,000 compounds, 1.2% hits; in the data active = activation above about 30%, passing the limit was not always enough; inconclusive = no clear call, values can overlap the other calls;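 note: 0% = neutral control wells and 100% = positive control wells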
CAL PDZ FP-1: CAL PDZ (human) peptide binding inhibition. purified CAL PDZ, TMR-peptide fluorescence polarization, 1 h. inhibition, % at 24.9 µM. 300,000 compounds, 0.92% hits. AID 602252;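 active = mean inhibition of at least 30% with at least half of replicates also reaching 30%; inconclusive = no clear call, values can overlap the other calls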;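 note: 0% = DMSO neutral control and 100% = excess unlabeled competitor peptide PRC23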
SR-BI DiI inh: mouse SR-BI HDL lipid transfer inhibition; ldlA[mSR-BI] CHO cells, DiI-HDL uptake fluorescence, 3 h; inhibition, % at 12.5 µM; 320,000 compounds, 0.96% hits; AID 488896;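 active = mean replicate inhibition of at least 70% and a set share of replicates each scoring 70 or more; inconclusive = meets just one of the two criteria; inactive = fails both criteria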;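 note: 0% = median of neutral control wells and 100% = median of positive control wells; values of inactives mirror those of a sister screen read the other way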
Target sequence (Q61009 whole entry, looked up): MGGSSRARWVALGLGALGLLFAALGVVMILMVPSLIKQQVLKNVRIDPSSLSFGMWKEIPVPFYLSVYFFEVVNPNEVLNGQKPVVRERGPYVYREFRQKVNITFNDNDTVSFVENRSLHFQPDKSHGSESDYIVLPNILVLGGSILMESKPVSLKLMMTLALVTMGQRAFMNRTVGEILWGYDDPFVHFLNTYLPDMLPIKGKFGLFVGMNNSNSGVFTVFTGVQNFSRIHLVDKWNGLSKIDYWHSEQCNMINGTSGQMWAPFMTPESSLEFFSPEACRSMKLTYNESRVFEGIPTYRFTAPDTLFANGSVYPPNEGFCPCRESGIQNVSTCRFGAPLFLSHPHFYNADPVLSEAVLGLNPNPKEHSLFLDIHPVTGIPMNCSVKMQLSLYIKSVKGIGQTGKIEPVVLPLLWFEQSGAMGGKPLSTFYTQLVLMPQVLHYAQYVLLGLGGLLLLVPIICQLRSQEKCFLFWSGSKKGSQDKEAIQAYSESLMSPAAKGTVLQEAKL
CAL PDZ FP-2: inhibitors of human CAL PDZ peptide binding | Q9HD26 | purified CAL PDZ, TMR-peptide fluorescence polarization, 1 h | inhibition, % at 20 µM | 330,000 compounds, 0.02% hits | AID 504414;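 active = highest replicate inhibition of at least 40%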;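 note: plate controls were DMSO neutral control wells for no effect and unlabeled competitor peptide control wells for full effect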
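Material: tagged CAL PDZ domain; buffer or medium: 25 mM sodium phosphate pH 7.4, 150 mM NaCl, TCEP, IgG, Thesit; compound dosing: single point, 20 µM; schedule: 1 h incubation at room temperature before polarization reading; measured by: FP readout, S and P plane fluorescence; read-out basis: percent inhibition from loss of millipolarization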
SR-BI uptake up: SR-BI HDL lipid transfer activation; CHO ldlA[mSR-BI] cells, DiI-HDL uptake fluorescence, 3 h; 100 = double the neutral-control signal; activation, % at 12.5 µM; 320,000 compounds, 0.096% hits; AID 504775;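 active = mean replicate activation of at least 60% and every replicate at or above 60%; inconclusive = mean or all-replicate condition met, but not both; inactive = mean below 60% and not all replicates reaching 60%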;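 note: 0% = median plate neutral-control signal and 100% = twice that signal; values of inactives mirror those of a sister screen read the other way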
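system = CHO ldlA[mSR-BI] cells, LDL receptor-null, SR-BI overexpressing | medium = Ham's F12 with 0.5% BSA, HEPES 25 mM, pH 7.4 | probe or stimulus = DiI-HDL 10 µg/mL | compound dosing = single-point compound dose | incubation = compound exposure 3 h, 37 °C | technique = DiI fluorescence, bottom read | read-out = cell-associated DiI fluorescence as measure of HDL uptake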
Tat transport: E. coli Tat transport inhibition; E. coli MC4100 TorA-mCherry Tat export, fluorescence; inhibition, % at 10 µM; 340,000 compounds, 0.036% hits; AID 488895;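 active = mean replicate inhibition at least 50% and at least half of replicates individually reaching 50%; inconclusive = only one of the two criteria met; inactive = neither criterion met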;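 note: exported cargo escapes ClpAP degradation while cytoplasmic cargo is degraded and loses fluorescence; 0% = median of neutral control wells and 100% = median of NaSCN control wells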
MITF act: MITF TRPM1 promoter activation in melanoma cells | SK-MEL-5 TRPM1-promoter luciferase, 24 h; % of positive control, neutral wells = 0 | activation, % at 12.5 µM | 300,000 compounds, 0.75% hits;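 active = mean activation of at least 80% with every replicate also reaching 80%; inconclusive = mean reaches 80% but some replicate falls short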;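 note: 0% = neutral control wells and 100% = parthenolide positive control wells; values of inactives mirror those of a sister screen read the other way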
E coli growth: counter-screen for AddAB inhibitors: E. coli growth inhibition | E. coli V3065 growth, OD600 absorbance, 18 h | inhibition, % at 11.9 µM | 330,000 compounds, 0.27% hits | AID 449728;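 active = inhibition above the campaign's mean inhibition across all tested compounds plus 3 SD, cut at about 9.9% in these data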;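 note: uninfected addAB+ strain grown without phage in ampicillin broth; 0% = DMSO wells and 100% = ciprofloxacin 0.95 µg/ml wells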
phage Ecoli inh: E. coli growth loss with phage present | growth absorbance | 360,000 compounds, 0.26% hits | AID 651602 | inhibition, % at 11.9 µM; in the data active = inhibition above about 11%
AddAB inh: less growth of phage-infected E. coli with AddAB. 330,000 compounds, 0.29% hits. E. coli expressing H. pylori AddAB, absorbance growth. AID 435030. inhibition, % at 11.9 µM; in the data active = inhibition above about 12%;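 note: 0% = vehicle wells of infected cells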
* = called active by the depositor; ? = inconclusive; nt = not tested or not shown.

SMILES	Wnt act	CAL PDZ FP-1	SR-BI DiI inh	CAL PDZ FP-2	SR-BI uptake up	Tat transport	MITF act	E coli growth	phage Ecoli inh	AddAB inh
CCc1ccc2c(c1)C(O)(CC(=O)c1cccs1)C(=O)N2 (stereo not drawn)	-1.4	-6.4	-1.1	-1.2	1.1	1.8	0.0	-0.7	1.8	0.4
O=C(NCCC1=CCCCC1)c1cc2ccccc2oc1=O	26.6	-0.5	-1.4	-1.5	1.4	0.3	nt	-3.5	2.7	-2.4
O=S(=O)(Cc1nc2ccccc2s1)c1ccccc1	5.4	1.1	nt	-4.1	nt	-0.9	53.3	-1.6	1.9	3.5
COC(=O)CN(c1ccc(C)cc1)S(=O)(=O)c1c(C)[nH]c(=O)[nH]c1=O	-18.5	0.9	-3.8	-1.9	3.8	-14.6	-2.0	-0.2	1.9	2.4
Cc1ccc(/C=C/C(=O)O)cc1S(=O)(=O)Nc1ccccc1C(=O)O	-0.8	2.4	-13.4	0.8	13.4	6.9	-0.3	3.6	2.9	3.8
O=C(N/N=C/c1cn(-c2ccccc2)nc1-c1cc2ccccc2o1)c1cccnc1	73.3*	-6.3	32.8	-12.3	-32.8	-1.9	6.6	-1.3	4.6	0.9
C[C@@H]1CN(c2nc3nonc3nc2N2CCSCC2)C[C@H](C)O1	-0.9	-0.4	-19.2	-0.5	19.2	3.7	-1.4	-0.6	4.7	4.2
Cc1ccc(CSCC(=O)Nc2cc(S(=O)(=O)N3CCOCC3)ccc2OCC(F)(F)F)cc1	-5.0	-16.6	-18.9	-0.4	18.9	-8.9	19.2	nt	0.9	nt
CN(CC(=O)Nc1ccccc1Br)Cc1nc2ccccc2c(=O)[nH]1	-1.2	3.2	nt	-4.1	nt	1.6	5.4	-1.5	0.9	4.2
CNc1nc(-c2ccc3c(c2)CCN3C(=O)c2ccccc2F)cs1	-0.5	3.0	69.6	0.1	-69.6	3.5	46.1	nt	3.9	nt
CN(C)/N=C/c1ccc(OC(=O)c2cccc([N+](=O)[O-])c2)cc1	1.8	-2.7	-20.8	-0.3	20.8	2.5	-3.1	-0.8	2.0	4.8
O=C(Oc1ccc(Br)cc1C(=S)N1CCOCC1)c1ccc([N+](=O)[O-])cc1[N+](=O)[O-]	0.7	-1.2	nt	0.0	nt	-2.0	-9.1	-5.6	3.0	5.1
CCn1nc(C)cc1C(=O)NC1CCCc2c1cnn2-c1ccc(C)c(C)c1 (stereo not drawn)	-6.4	-11.2	54.7	-1.2	-54.7	1.9	-35.2	-1.9	2.3	-0.1
CC(NC(=O)c1cc2sccc2n1C)c1ccc2c(c1)OCCO2 (stereo not drawn)	nt	-1.2	12.4	nt	-12.4	2.5	-8.5	0.6	2.4	-1.2
COc1ccccc1NS(=O)(=O)c1cccc(C(=O)N/N=C/c2ccc(C)o2)c1	-2.1	-0.6	nt	-2.7	nt	-2.4	-2.2	0.3	0.3	0.1
CN(Cc1ccc(C(F)(F)F)cc1)C(=O)c1ccc2ccccc2n1	1.1	-1.6	-17.1	-0.8	17.1	2.1	2.5	-0.9	-2.4	2.6
Cc1occc1C(=O)NC(C)c1ccc2c(c1)OCO2 (stereo not drawn)	-3.4	-2.2	-10.2	-0.1	10.2	-8.0	-7.5	0.7	3.0	1.2
COc1cccc(-n2c(SCC(=O)N3CCOCC3)nnc2-c2c[nH]c3ccccc23)c1	-4.4	-1.4	-18.1	-1.1	18.1	7.1	nt	-1.8	3.0	0.8
Cn1ccnc1SCc1ccc([N+](=O)[O-])cc1	nt	-3.9	1.1	-1.4	-1.1	2.4	-15.7	-0.5	3.9	1.7
Cc1nc2ccc(Cl)cc2nc(C)/c1=N\O	nt	-4.2	7.8	-2.6	-7.8	1.6	15.0	0.7	1.8	3.5
O=C(/C=C/c1c(F)cccc1Cl)Nc1nc2ccccc2[nH]1	37.2*	-3.6	-2.4	-0.4	2.4	-2.1	?	-3.3	3.0	-1.4
CCOc1ccc(NC(=O)Nc2nnc(CC(=O)NCc3ccccc3)s2)cc1	-1.1	-3.9	-12.0	-2.6	12.0	1.4	-3.5	-2.3	3.1	-0.9
O=C(Cc1ccc(Cl)cc1)NNC(=O)C(=O)NC1CCCCC1	-0.4	1.0	-5.6	-0.8	5.6	-7.4	-12.5	-7.0	0.5	-7.5
CCCCCn1nc(C)c2c(C)cc(=O)[nH]c21	-2.8	3.1	5.8	nt	-5.8	8.3	-2.8	-1.7	1.3	2.4
Cn1c(=O)c2c(ncn2CCCc2ccccc2)n(C)c1=O	nt	nt	-5.5	0.3	5.5	-0.4	-7.1	-0.1	4.7	4.2
CC(=O)Oc1cc(OC(C)=O)c2c(=O)c(-c3ccc4c(c3)OCCCO4)c(C)oc2c1	15.8	-4.5	-8.0	-0.7	8.0	3.0	21.6	-1.0	2.2	1.4
COc1cc2c(cc1NC(=O)c1ccc3c(c1)OCO3)oc1ccccc12	21.5	2.2	31.1	-0.7	-31.1	-3.3	66.0	-0.7	1.1	0.4
CCCc1cc(=O)[nH]c(SCC(=O)Nc2cccc3ccccc23)n1	1.2	-2.2	2.0	-2.8	-2.0	-7.5	-8.0	0.6	-2.7	2.2
Cc1ccc(NC(=O)NCC2CCN(Cc3cc(C)ccc3Cl)CC2)c(C)c1	-2.6	-1.0	60.7	-1.9	-60.7	2.9	9.3	4.1	2.9	1.0
CCN(CC)CCN1C(=O)c2oc3ccccc3c(=O)c2C1c1ccccc1 (stereo not drawn)	nt	-3.1	-13.0	-2.2	13.0	-13.8	8.2	-1.8	nt	0.0
COc1cccc(-c2nnc(SCC(=O)Nc3cc(C)on3)o2)c1	nt	-1.8	-5.5	-0.2	5.5	-3.2	16.9	-4.2	-0.2	-1.2
CC1=C(C(=O)Nc2ccc(F)cc2)C(c2ccc(C)o2)C2=C(CC(C)(C)CC2=O)N1 (stereo not drawn)	nt	7.8	-14.1	-0.5	14.1	3.6	-12.0	-1.9	1.2	0.7
Cc1ccc(S(=O)(=O)N2CCCCC2)cc1NC(=O)C1=NN(c2ccccc2)C(=O)CC1	-1.2	-3.5	44.6	0.5	-44.6	-2.5	2.9	-0.8	1.4	3.0
CCCn1nnc(NC(=O)c2cccc(OCC(C)C)c2)n1	nt	-3.5	4.8	-1.4	-4.8	-3.7	46.1	3.6	0.0	3.7
CCN(C(=O)Cn1nc(C)c([N+](=O)[O-])c1C)C1CCS(=O)(=O)C1 (stereo not drawn)	17.9	3.3	8.5	-3.1	-8.5	2.8	10.6	3.6	0.8	-0.5
COc1ccc(-c2cc(C(=O)NC3CCCC3)c3ccccc3n2)cc1	0.5	-4.1	64.0	-0.5	-64.0	4.6	nt	2.6	2.9	0.7
Cc1ccccc1NC(=O)Cc1nc(COC(=O)CCc2ccccc2)cs1	-5.8	-1.8	-2.0	0.7	2.0	4.0	-5.4	-1.8	0.7	-0.1
O=[N+]([O-])c1ccc2nc(Cl)nc(-c3ccccc3)c2c1	1.3	-0.6	-12.4	0.3	12.4	-1.8	-11.2	nt	2.3	nt
O=C1NCCCC2c3cc(O)c4ccccc4c3OC12N1CCCCC1 (stereo not drawn)	12.8	nt	nt	nt	nt	nt	nt	-2.2	2.1	1.5
C=CCNC(=S)N1CCN(CCN=Cc2c(C)[nH]n(-c3ccc([N+](=O)[O-])cc3)c2=O)CC1	-0.7	-1.0	25.9	-6.2	-25.9	-0.9	-18.5	2.2	2.7	4.1
COc1ccc(Cl)cc1NC(=S)N1CCN(c2ncccn2)CC1	-0.3	1.7	18.5	-0.6	-18.5	-5.9	12.4	0.9	5.3	1.0
CC(=O)c1ccc(S(=O)(=O)NCCC(=O)N2CCN(c3ccccn3)CC2)cc1	21.1	-2.0	-1.7	-0.6	1.7	-1.1	0.0	2.3	-0.9	-0.5
COC(=O)Cc1cc(=O)[nH]c(/N=C(\N)Nc2ccc(C(C)C)cc2)n1	-3.1	0.7	-0.6	-1.5	0.6	4.8	-4.4	2.2	1.1	3.4
CC(Cc1cccs1)NC(=S)Nc1ccccc1 (stereo not drawn)	0.6	-2.9	3.3	-2.2	-3.3	-3.1	19.3	-0.1	6.3	-1.7
COc1cc(Nc2c3c(nc4ccccc24)CCC3)cc(OC)c1OC	-3.2	1.3	7.1	-0.7	-7.1	12.2	-22.5	0.8	0.6	-0.7
O=C(COC(=O)c1ccc(CNS(=O)(=O)c2ccc(F)c(Cl)c2)cc1)NCC1CCCCC1	-6.1	0.2	-19.6	-0.2	19.6	0.4	-10.9	-2.9	4.5	4.3
COc1ccc(NC(=O)Nc2ccc(C)cc2Br)c(OC)c1	0.0	-4.2	54.4	-1.0	-54.4	-0.6	5.0	0.6	3.4	2.6
O=C(NCCc1nc2ccccc2[nH]1)/C(=C/c1ccc2c(c1)OCO2)NC(=O)c1ccc(Cl)cc1Cl	1.3	1.9	9.5	-3.6	-9.5	0.5	-16.3	1.4	-0.6	-0.5
COc1cccc(N/C(SCc2ccccc2Cl)=C(/C#N)C(=O)NCc2cccs2)c1	-2.5	-3.0	7.0	-0.5	-7.0	-5.1	4.4	-1.6	5.3	2.4
O=C(Nc1ccccc1Cl)Nn1cnnc1	-0.3	nt	-26.9	-0.1	26.9	-1.6	-4.0	nt	1.4	nt
CCn1ncc(NC(=S)Nc2ccc(OC)c(OC)c2)c1C(N)=O	-0.4	-1.5	-14.4	-3.0	14.4	9.9	-12.9	-0.2	3.4	1.4
c1ccc(-c2nn(-c3ccccc3)[n+](-c3ccccc3)n2)cc1	-3.6	0.4	-11.8	0.5	11.8	-14.7	-57.6	nt	0.7	nt
COC(=O)c1cccc(Cn2c(Cl)c(/C=N/NC(=O)c3ccco3)sc2=O)c1	1.4	-1.9	17.6	-2.7	-17.6	-4.3	8.2	1.9	4.2	2.7
CCN1CCN(S(=O)(=O)c2cccs2)CC1	-0.2	0.2	-32.4	0.0	32.4	-6.7	0.0	-0.2	1.7	-1.8
OCC#CCSc1nnc(-c2ccccc2Br)o1	-0.5	-2.4	0.0	-2.4	0.0	1.3	27.8	-1.1	1.1	2.1
O=C(CN1C2=NCCN2c2ccccc21)c1cccs1	-2.1	-3.5	-22.9	0.2	22.9	-15.7	0.1	-0.2	3.3	1.1
COC(=O)c1ccc(COc2ccc(-c3nnn(CC(=O)NC(C)(C)C)n3)cc2)cc1	nt	-2.2	5.6	-0.7	-5.6	-8.4	-3.9	-2.6	1.8	3.7

This is a random part of the collection. About 3.6% of those tested had a hit in this group.
